Screening results from PubChem BioAssay.
KLK7 zymogen act: activators of human kallikrein-7 zymogen; purified proKLK7, EDANS-DABCYL substrate fluorescence; 100% is mature enzyme control, 0% vehicle; activation, % at 7 µM; 370,000 tested, 0.9% active;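 active = activation above the mean of all tested compounds plus 3 SD, computed per campaign excluding outliers beyond control limits, cut at about 13% in these data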
Target sequence (P49862 whole entry, looked up): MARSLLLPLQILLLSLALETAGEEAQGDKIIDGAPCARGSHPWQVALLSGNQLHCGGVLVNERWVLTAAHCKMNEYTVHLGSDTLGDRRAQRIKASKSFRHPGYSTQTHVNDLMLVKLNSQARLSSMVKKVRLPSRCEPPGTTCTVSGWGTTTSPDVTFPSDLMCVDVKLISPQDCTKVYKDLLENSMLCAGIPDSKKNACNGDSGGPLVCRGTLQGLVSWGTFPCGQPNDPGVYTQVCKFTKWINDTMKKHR
LEDGF integ inh: blocks HIV-1 LEDGF/p75-dependent DNA integration | TR-FRET IN-LEDGF/p75 DNA integration, Eu/Cy5 | inhibition, % at 3.7 µM | 370,000 tested, 0.64% active;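 active = inhibition above the screen-wide mean plus 3 SD, cut at about 13% in these data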;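 note: signal is the Cy5 over europium emission ratio at 671 and 618 nm; 0% = plate median of compound wells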
DDE Tn7 FP inh: DD(E)-Tn7 binding inhibition, primary FP screen. P02675. FP displacement of FITC-Tn7 peptide from fibrin DD(E); 0% = median of compound wells per plate. inhibition, % at 8.3 µM. 370,000 tested, 0.13% active;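 active = inhibition above the mean of compounds falling within the control limits plus 3 SD of them, cut at about 14% in these data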;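 note: 0% = plate median of compound wells and 100% = 10 µM Aha-Tn7 peptide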
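Measure: % inhibition scaled between sample-field median and high-control FP; Test system: human fibrin DD(E); Quantity: 2 µM final DD(E) protein; Doses: one dose, 8.3 µM nominal; Schedule: compound with protein 10 min, then 3 h after probe, room temperature; Detection: fluorescence polarization; Medium: Tris buffer with calcium and detergent, pH 7.8.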
PLCg1 inh: blocks human PLC-gamma1 enzyme activity | purified PLC-gamma1, fluorogenic substrate, fluorescence | inhibition, % at 12.2 µM | 370,000 tested, 0.84% active; in the data active = inhibition above about 9.5%
DDE Tn6 FP inh: inhibitors of Tn6 peptide binding to human fibrin DD(E). Fibrin DD(E) TRITC-Tn6 fluorescence polarization displacement. 370,000 tested, 0.21% active. inhibition, % at 8.3 µM. P02675;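 active = inhibition above a per-campaign cutoff: mean of compounds within control limits plus 3 SD, cut at about 15% in these data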;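 note: 0% = median of all compound wells on the plate and 100% = blocking peptide control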
ADAM17 inh: inhibitors of human ADAM17 | inhibition, % at 6.95 µM | 370,000 tested, 0.83% active | recombinant ADAM17, EDANS/DABCYL FRET peptide cleavage;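 active = inhibition above the mean of compounds lying between control limits plus 3 SD, set per campaign, cut at about 8.5% in these data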;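 note: 0% = DMSO-only wells as the low control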
ADAM10 inh: ADAM10 inhibition, QFRET primary screen; recombinant ADAM10, EDANS/DABCYL FRET peptide cleavage, 3 h; inhibition, % at 7 µM; 370,000 tested, 0.62% active; O14672;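 active = inhibition above a per-campaign cutoff equal to the mean of compounds falling between control-based bounds plus 3 SD, cut at about 20% in these data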;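 note: 0% = DMSO wells while the 100% control is not disclosed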
ARFGAP1 inhibitor: inhibits rat ARF GTPase activating protein 1; Arfgap1-stimulated ARF1 GTP hydrolysis, GDP FP detection; Q62848; inhibition, % at 16.5 µM; 360,000 tested, 0.26% active;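 active = inhibition above a per-plate limit, mean inhibition of low control wells plus 3 SD, cut at about 25% in these data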;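 note: 0% = DMSO wells with enzyme and 100% = wells lacking Arfgap1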
Target sequence (Q62848 1-136 limits assumed): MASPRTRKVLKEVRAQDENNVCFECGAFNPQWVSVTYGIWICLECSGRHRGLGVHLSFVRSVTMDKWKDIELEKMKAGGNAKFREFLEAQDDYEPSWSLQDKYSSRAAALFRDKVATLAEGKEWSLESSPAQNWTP
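Material – truncated rat Arfgap1 GAP domain · Buffer or medium – HEPES-based buffer, pH 7.5 · Reagent – human ARF1(Δ1-17)-GTP substrate · Dosing – 16.5 µM single point, 1.26% DMSO · Schedule – GTP hydrolysis reaction 2 h at 25 °C · Technique – GDP detection by fluorescence polarization · Benchmarks – No-Arfgap1 wells (100%) versus DMSO full-reaction wells (0%) · Repeats – single replicate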
ASAP1 inh: inhibitors of human ASAP1 ArfGAP activity. 360,000 tested, 0.19% active. inhibition, % at 16.5 µM. ASAP1-stimulated ARF1 GTP hydrolysis, GDP FP detection. Q9ULH1. AID 624377; in the data active = inhibition above about 25%;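 note: 0% = vehicle with enzyme and substrate and 100% = no enzyme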
Target sequence (Q9ULH1 325-724 limits assumed): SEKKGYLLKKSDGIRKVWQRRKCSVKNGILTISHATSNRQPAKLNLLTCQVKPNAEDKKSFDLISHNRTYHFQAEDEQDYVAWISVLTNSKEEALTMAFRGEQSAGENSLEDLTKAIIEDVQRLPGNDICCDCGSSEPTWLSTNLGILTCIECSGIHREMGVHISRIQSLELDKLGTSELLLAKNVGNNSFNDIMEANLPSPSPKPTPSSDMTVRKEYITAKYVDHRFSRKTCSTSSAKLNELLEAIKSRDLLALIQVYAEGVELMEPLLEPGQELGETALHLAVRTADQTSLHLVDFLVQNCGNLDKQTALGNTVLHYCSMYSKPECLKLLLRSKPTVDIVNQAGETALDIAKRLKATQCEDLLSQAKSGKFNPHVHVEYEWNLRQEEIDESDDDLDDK
TDP2 absorb: TDP2 (human) inhibition, absorbance primary screen | AID 720702 | O95551 | recombinant TDP2, T5PNP hydrolysis, p-nitrophenol absorbance 415 nm | 370,000 tested, 0.34% active | inhibition, % at 12.8 µM;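 active = inhibition above the mean of all tested compounds plus 3 SD, set per campaign, cut at about 25% in these data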;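 note: 0% = DMSO with enzyme and 100% = buffer with substrate but no TDP2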
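Assay system: Recombinant human TDP2 | Quantity: 120 nM TDP2 per well | Incubation: 2 h at 37 °C | Signal: Epi absorbance | Evaluation: Percent inhibition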
* hit, by the source's call; . = not tested or not shown.

compound	KLK7 zymogen act	LEDGF integ inh	DDE Tn7 FP inh	PLCg1 inh	DDE Tn6 FP inh	ADAM17 inh	ADAM10 inh	ARFGAP1 inhibitor	ASAP1 inh	TDP2 absorb
COc1ccc(/C=N/NC(=O)CN2CCCCCCC2)c(C)c1C	-0.1	-4	8	1	14	-1	-1	14	-9	-17
COc1cccc(CN(C)CC(=O)Nc2ccccc2C(=O)NC2CC2)c1	0.5	-1	3	-2	-1	-4	-7	11	2	4
COc1ccc(Oc2nc(-c3ccncc3)nc3ccccc23)cc1	0.3	-1	9	0	6	-1	-2	16	8	1
O=S(=O)(/N=C(\Sc1ccc(Cl)cc1)c1ccccc1)c1ccccc1	0.1	2	-6	4	-2	2	3	5	-5	-20
Cc1ncoc1C(=O)Nc1cccc(Cl)c1C	0.6	-4	9	-4	0	-4	3	0	-4	-5
Cc1ccc(N=C2C(=S)N(c3ccc(C)cc3)C(=N)N2/N=C/c2ccc(Cl)cc2)cc1	-0.3	-3	12	-3	-3	-3	-3	-2	7	7
CCc1nnc(NC(=O)c2ccc(Cl)c(S(=O)(=O)N3CCc4ccccc4C3)c2)s1	0.3	0	1	0	5	0	7	17	-11	-7
CC(=O)Nc1cccc(-c2ccnc3c2CC(C(=O)Nc2cccc(N(C)C)c2)O3)c1 (configuration not stated)	0.0	-5	-2	0	-4	1	-5	4	-5	-8
COC(=O)c1ccc2c(=O)[nH]c(CSc3nnc(C(F)(F)F)n3C)nc2c1	-1.5	-2	4	-2	6	-10	-23	-12	-5	5
COc1cc(C)nc(Oc2ccc(/C=N/O)cc2)n1	-0.8	-1	-7	5	-2	2	1	7	-1	-1
CCS(=O)(=O)n1nc(-c2ccc(C)cc2)nc1N	-0.3	-2	6	4	-2	-1	-5	7	-1	-2
Cc1ccnn1CCC(=O)O	0.1	2	-5	-2	-2	-1	1	-4	3	17
Cc1cccc(Oc2ccc(NC(=O)c3ccccc3C(=O)O)cc2)c1C	-0.3	0	-11	-3	2	2	1	0	-1	7
C=CCn1cccc(C(=O)Nc2ccc(Cl)cc2)c1=O	0.5	4	-6	-2	2	2	1	8	11	-3
CCCC(=O)Nc1nnc(Cc2ccccc2)s1	0.0	2	5	-1	11	-1	2	-5	-2	6

Reprinted from the entries so far for reference:
compound	KLK7 zymogen act	LEDGF integ inh	DDE Tn7 FP inh	PLCg1 inh	DDE Tn6 FP inh	ADAM17 inh	ADAM10 inh	ARFGAP1 inhibitor	ASAP1 inh	TDP2 absorb
COc1ccc(/C=N/NC(=O)CN2CCCCCCC2)c(C)c1C	-0.1	-4	8	1	14	-1	-1	14	-9	-17
COc1cccc(CN(C)CC(=O)Nc2ccccc2C(=O)NC2CC2)c1	0.5	-1	3	-2	-1	-4	-7	11	2	4

(more compounds)
compound	KLK7 zymogen act	LEDGF integ inh	DDE Tn7 FP inh	PLCg1 inh	DDE Tn6 FP inh	ADAM17 inh	ADAM10 inh	ARFGAP1 inhibitor	ASAP1 inh	TDP2 absorb
Cc1ccc(-n2c(SCC(=O)C(C)(C)C)nnc2-c2cccc(C)c2)cc1	0.4	1	1	0	-6	4	-6	.	.	2
CCOC(=O)c1c(-c2ccccc2)nc2ccc(C)cn12	-0.2	-1	4	-2	4	-4	-8	5	-5	13
Cc1cc2cc(C)c(NCCNC(=O)c3cccs3)nc2cc1C	0.1	2	-9	-14	-2	-30	-158	8	19	-13
CCN(CC)CCN(C(=O)c1ccc2c(c1)CCCC2)c1nc2c(OC)cccc2s1	0.3	3	-8	-1	-12	-1	0	8	-2	2
COCCN(Cc1cc2cc3c(cc2nc1Cl)OCO3)C(C)=O	0.2	3	-6	0	-5	-3	-11	3	8	2
CC(C)[C@H](NS(=O)(=O)c1ccccc1)C(=O)OCc1cc([N+](=O)[O-])cc2c1OCOC2	-0.7	3	-2	5	-3	7	13	-3	10	-14
O=C(COC(=O)c1cccc(NC(=O)c2ccco2)c1)c1ccc(Br)cc1	1.2	0	6	1	3	1	5	1	16	2
C/C=C(/C)C(=O)O[C@@H]1c2c(ccc3ccc(=O)oc23)O[C@@H]1C(C)(C)OC(C)=O	-0.5	-2	2	-8	0	-16	-51	-3	6	-1
O=C(NCc1ccc(F)cc1)C(C(=O)NCc1ccc(F)cc1)c1ncc(C(F)(F)F)cc1Cl	0.3	1	3	13*	-6	6	0	4	3	-21
Cc1cc(C)nc(OC(C(=O)O)C(OCCc2ccccc2)(c2ccc(F)cc2)c2ccc(F)cc2)n1 (configuration not stated)	-0.3	-4	4	-3	1	-3	6	-2	13	11
N#Cc1c(Nc2ccccc2)c(/C=N/N=C/c2ccccc2)c[nH]c1=O	0.3	0	-2	-1	1	-1	-5	-6	0	1
COc1ccc(CNC(=O)C(=O)c2cn(CC(=O)N3CCOCC3)c3ccccc23)cc1	0.3	2	-4	-1	1	1	9	7	9	-2
Cc1nc(NC(=O)c2cccc(-c3cc4ccccc4oc3=O)c2)ccc1Br	0.0	-4	-1	-3	2	-7	-7	2	12	7
Cc1ccccc1C(=O)Oc1cc(N)n(S(=O)(=O)c2ccccc2)n1	-0.1	-1	6	-1	-2	3	16	-7	-12	-2
OCC1CCN(Cc2cn(Cc3ccccc3)nc2-c2cc3ccccc3o2)CC1	0.4	3	2	1	-5	1	0	-1	-5	0

Remaining list, next part.
compound	KLK7 zymogen act	LEDGF integ inh	DDE Tn7 FP inh	PLCg1 inh	DDE Tn6 FP inh	ADAM17 inh	ADAM10 inh	ARFGAP1 inhibitor	ASAP1 inh	TDP2 absorb
CN(CC(=O)Nc1ccc(F)c(F)c1F)C(=O)c1ccc2c(c1)NC(=O)CS2	0.7	2	-9	-2	-4	-2	-1	7	13	8
COc1cccc(CNc2nc3cc(-c4cccc(C(F)(F)F)c4)sc3c(=O)n2C)c1OC	-0.6	-3	3	-2	-8	-3	-9	14	11	-3
O=C(NCCCNC(=O)c1ccccc1Br)c1ccccc1Br	-0.1	3	3	1	-2	1	12	14	8	0
O=C1Cc2cc(S(=O)(=O)Nc3cccc(F)c3)ccc2N1	0.5	3	-8	-1	-3	1	-11	5	-11	0
O=C(COC(=O)c1cc(Br)ccc1Cl)NC1CC1	0.1	1	2	2	1	-5	-12	-1	-10	2
Cn1nccc1NC(=O)Nc1cccc([N+](=O)[O-])c1	-0.2	3	3	3	-6	-1	0	5	4	8
CS(=O)(=O)N(CC(N)=O)c1cccc(Br)c1	0.3	-3	4	0	8	-2	6	-11	-17	-2
O=C(NCCC1CCCCN1S(=O)(=O)c1ccccc1)C(=O)Nc1ccccc1F (configuration not stated)	-0.2	-2	0	5	3	0	-12	6	-5	3
COc1cc(NS(=O)(=O)c2ccc(NS(=O)(=O)c3ccccc3)cc2)nc(OC)n1	0.9	-3	-7	2	1	0	4	-9	0	-3
CN(Cc1ccccc1)C(=O)COC(=O)/C=C/c1ccco1	-0.4	2	4	-1	4	-3	-2	-16	-2	15
COc1ccc(C(c2nnnn2CCc2ccccc2)N2CCN(C)CC2)cc1OC (configuration not stated)	0.6	-1	8	0	0	-1	-2	-2	-3	-6
CCCCNCc1cc(OC)c(OCC(N)=O)cc1Br	0.6	0	-1	4	1	-1	-2	-3	1	-8
C=CCSc1nnc(NC(=O)COc2ccc3ccccc3c2)s1	-0.1	1	-6	1	3	-2	1	10	-4	0
COc1ccccc1NC(=O)C(C(C)C)N1C(=O)c2ccccc2C1=O (configuration not stated)	0.0	-4	-6	1	-8	-2	-1	6	3	-4
COc1ccc(N2CCN(C(=O)c3ccc4c(Cl)c5c(nc4c3)CCCC5)CC2)cc1	0.1	2	-8	-7	0	-1	3	-2	12	-3
C=CCn1c(N)c(C(=O)NCC2CCCO2)sc1=S (configuration not stated)	0.9	1	-2	5	-3	1	5	-5	9	-7
Cc1ccc(C(=O)Nc2ccc3c(c2)nc2n3CCSC2)cc1	-11	1	-9	-101	-3	-6	-16	-5	-4	7

Grouped by structure, the compounds so far with four or more nitrogen atoms.
compound	KLK7 zymogen act	LEDGF integ inh	DDE Tn7 FP inh	PLCg1 inh	DDE Tn6 FP inh	ADAM17 inh	ADAM10 inh	ARFGAP1 inhibitor	ASAP1 inh	TDP2 absorb
Cc1ccc(N=C2C(=S)N(c3ccc(C)cc3)C(=N)N2/N=C/c2ccc(Cl)cc2)cc1	-0.3	-3	12	-3	-3	-3	-3	-2	7	7
CCc1nnc(NC(=O)c2ccc(Cl)c(S(=O)(=O)N3CCc4ccccc4C3)c2)s1	0.3	0	1	0	5	0	7	17	-11	-7
CC(=O)Nc1cccc(-c2ccnc3c2CC(C(=O)Nc2cccc(N(C)C)c2)O3)c1 (configuration not stated)	0.0	-5	-2	0	-4	1	-5	4	-5	-8
COC(=O)c1ccc2c(=O)[nH]c(CSc3nnc(C(F)(F)F)n3C)nc2c1	-1.5	-2	4	-2	6	-10	-23	-12	-5	5
CCS(=O)(=O)n1nc(-c2ccc(C)cc2)nc1N	-0.3	-2	6	4	-2	-1	-5	7	-1	-2
N#Cc1c(Nc2ccccc2)c(/C=N/N=C/c2ccccc2)c[nH]c1=O	0.3	0	-2	-1	1	-1	-5	-6	0	1
Cn1nccc1NC(=O)Nc1cccc([N+](=O)[O-])c1	-0.2	3	3	3	-6	-1	0	5	4	8
COc1cc(NS(=O)(=O)c2ccc(NS(=O)(=O)c3ccccc3)cc2)nc(OC)n1	0.9	-3	-7	2	1	0	4	-9	0	-3
COc1ccc(C(c2nnnn2CCc2ccccc2)N2CCN(C)CC2)cc1OC (configuration not stated)	0.6	-1	8	0	0	-1	-2	-2	-3	-6

An unsorted share of the library; overall some 4.2% were active at least once.
